M. tuberculosis: growth inhibition of non-replicating M. tuberculosis (AID 488890). Mycobacterium tuberculosis non-replicating, growth inhibition; higher % means a stronger effect. inhibition, % at 25 µM; hits with a dose series show IC50 in µM. hit rate 0.39% among 320,000; in the data active = a potency from the dose series; inconclusive = inhibition mostly from about 82% at the one dose, without a potency; inactive = the rest, 99 in 100 with inhibition below about 76%;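 also: plate controls were DMSO cells for no effect and high antibiotic wells for full effect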
Salmonella PhoP GFP: Inhibition of PhoP regulon, Salmonella typhi GFP reporter cells, confirmation, 4 h (AID 1850); inhibition, % at 50 µM; hits with a dose series show IC50 in µM; Salmonella Typhi PhoP-promoter GFP reporter, fluorescence, 4 h; higher % means a stronger effect; hit rate 0.33% among 310,000; in the data active = a potency from the dose series; inconclusive = inhibition mostly from about 25% at the one dose, without a potency; inactive = the rest, 99 in 100 with inhibition below about 19%;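 also: 0% = induced wells with vehicle and 100% = uninduced wells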
influenza NS1A: NS1A inhibition, H1N1 influenza, cell based functional assay (AID 504329); NS1A functional cell-based assay, percent inhibition; higher % means a stronger effect; inhibition, % at 12.5 µM, or IC50 in µM where a hit was titrated; hit rate 0.3% among 340,000; in the data active = a potency from the dose series; inconclusive = inhibition above about 27% without an active follow-up result; also: strong numbers were not always called active
inhibitors of VEEV: inhibitors of VEEV TC-83 cytopathic effect, confirmation, Vero cells (AID 588727). hit rate 0.13% among 350,000. Vero cells, VEEV TC-83 cytopathic effect inhibition; higher % means a stronger effect. inhibition, % at 20 µM; hits with a dose series show IC50 in µM; in the data active = a potency from the dose series; inconclusive = inhibition mostly from about 14% at the one dose, without a potency; inactive = the rest, 99 in 100 with inhibition below about 12%; also: strong numbers were not always called active
M. tuberculosis HTS: M. tuberculosis growth inhibition, HTS (AID 449762) | hit rate 0.59% among 330,000 | inhibition, % at 25 µM, or IC50 in µM where a hit was titrated | M. tuberculosis H37Rv growth inhibition, 7H9 media; higher % means a stronger effect; in the data active = a potency from the dose series; inconclusive = inhibition above about 70% without an active follow-up result;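 also: bacterial growth assessed after seven days of incubation; strong numbers were not always called active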
inhibitors of VEEV 10K pilot screen: recorded beside inhibitors of VEEV, whose call it bears; inhibition, %; measured here: 10K pilot screen inhibition
Active calls of the source: *; i = inactive; ? = inconclusive; . = no result given.

A first look:
SMILES	M. tuberculosis	Salmonella PhoP GFP	influenza NS1A	inhibitors of VEEV	M. tuberculosis HTS	others
COc1cc(OC)cc(C(=O)Nc2ccc(NC(=O)c3ccco3)c(C)c2)c1	-4%	16%	11%	i	2%
O=C(CN(C(=O)CNC(=O)c1ccco1)c1cccc(F)c1)NC1CCCCC1	-2%	3%	10%	0.4%	-1%
COC(=O)C1=C(C)OC(N)=C(C#N)C1c1cc(OC)c(OCC(N)=O)cc1Cl (stereo not given)	0%	1%	-7%	i	2%
Cc1cccn2c(=O)c3cc(C#N)c(=O)n(CCCN4CCOCC4)c3nc12	-6%	-6%	2%	1.3%	-3%
CCOC(=O)C(Cc1ccc(NC(C)=O)cc1)N1C(=O)c2ccccc2C1=O (stereo not given)	12%	.	-7%	2.2%	-1%
Cc1nnc2ccc(-c3cccc(NC(=O)c4ccc(Br)o4)c3)nn12	6%	-5%	11%	8.2%	6%
Cc1ccc(S(=O)(=O)c2ccsc2NC(=O)c2ccccc2)cc1	.	.	-11%	23%	.

The whole of this part, from the start:
SMILES	M. tuberculosis	Salmonella PhoP GFP	influenza NS1A	inhibitors of VEEV	M. tuberculosis HTS	others
COc1cc(OC)cc(C(=O)Nc2ccc(NC(=O)c3ccco3)c(C)c2)c1	-4%	16%	11%	i	2%
O=C(CN(C(=O)CNC(=O)c1ccco1)c1cccc(F)c1)NC1CCCCC1	-2%	3%	10%	0.4%	-1%
COC(=O)C1=C(C)OC(N)=C(C#N)C1c1cc(OC)c(OCC(N)=O)cc1Cl (stereo not given)	0%	1%	-7%	i	2%
Cc1cccn2c(=O)c3cc(C#N)c(=O)n(CCCN4CCOCC4)c3nc12	-6%	-6%	2%	1.3%	-3%
CCOC(=O)C(Cc1ccc(NC(C)=O)cc1)N1C(=O)c2ccccc2C1=O (stereo not given)	12%	.	-7%	2.2%	-1%
Cc1nnc2ccc(-c3cccc(NC(=O)c4ccc(Br)o4)c3)nn12	6%	-5%	11%	8.2%	6%
Cc1ccc(S(=O)(=O)c2ccsc2NC(=O)c2ccccc2)cc1	.	.	-11%	23%	.
CC(C)(C)c1ccc(-c2nc(-c3ccncc3)no2)cc1	58%	-11%	-1%	i	9.2µM*
CCN(CC)CCNC(=O)c1ccc(NC2=NC3CS(=O)(=O)CC3S2)cc1 (stereo not given)	-21%	-7%	4%	0.4%	-7%	inhibitors of VEEV 10K pilot screen=1.6
CCN(CC)S(=O)(=O)c1ccc(NS(=O)(=O)c2cccc(C)c2)cc1	35%	7%	-3%	3.8%	-6%
O=C(CN1CCN(C/C=C/c2ccccc2)CC1)Nc1ccc(F)cc1F	4%	4%	-3%	0.1%	0%
CCCCN(C(=O)CN1C(=O)C2CCCCC2C1=O)c1c(N)n(Cc2ccccc2)c(=O)[nH]c1=O (stereo not given)	11%	8%	2%	4.0%	1%
C[C@@H](CO)NC(=O)c1ccc2c3n(nc2c1)-c1ccccc1CO3	-8%	-4%	4%	0.7%	-3%
CN(CC(=O)Nc1ccc(F)cc1[N+](=O)[O-])C1CCS(=O)(=O)C1 (stereo not given)	9%	.	-9%	1.8%	10%
CCc1ccc(-c2cc(C)no2)cc1S(=O)(=O)NC(C)Cc1ccco1 (stereo not given)	18%	8%	3%	3.3%	2%
CCC(=O)OC1(C(=O)CCl)[C@@H](C)C[C@H]2[C@@H]3CCC4=CC(=O)C=C[C@]4(C)[C@@]3(F)[C@@H](O)C[C@@]21C (stereo not given in full)	43%	-4%	4%	i	8%
O=C(c1cc(-c2cccc(Cl)c2)on1)N1CCN(c2ccc(F)cc2)CC1	-11%	8%	7%	2.1%	6%
CC(C)C[C@H](NC(=O)NCc1ccccc1Cl)C(=O)O	5%	3%	17%	3.7%	1%
COc1cc(NC(=S)NCCO)c(OC)cc1Cl	-4%	8%	0%	i	-16%
CC(C(=O)Nc1ccc2c(c1)OCCO2)N(C)Cc1c(F)cccc1Cl (stereo not given)	13%	-3%	-7%	3.0%	0%
O=C1NC(=S)S/C1=C\c1ccc2ccccc2c1	?	1%	-21%	0.4%	7%
CC(=O)c1c(C)[nH]c(C(=O)NC2CCSc3ccccc32)c1C (stereo not given)	1%	-9%	11%	4.8%	-3%
COc1cccc(OC)c1C(=O)NC(=S)Nc1ccc2oc(-c3ccncc3)nc2c1	7%	-4%	3%	11%	2%
O=C1/C(=C/c2cccs2)NC(=S)N1C1CC1	-3%	9%	26%	1.2%	3%
Cc1c(Cl)cccc1NC(=S)NCC(c1cccnc1)N(C)C (stereo not given)	3%	-6%	-1%	i	-7%
O=C(NCc1c(Cl)cccc1Cl)c1ccc2nnsc2c1	-9%	2%	-18%	9.4%	3%
Cc1ccc(NC(=O)CSc2ccc(-c3ccco3)nn2)c(C)c1	74%	3%	4%	0.7%	-6%
COc1ccc(N(CC(=O)N/N=C(\C)c2ccccc2)S(=O)(=O)c2ccccc2)cc1	-6%	-10%	-1%	0.5%	7%
C/C(=C/c1oc2ccc(O)cc2c1[N+](=O)[O-])N(C)C	13%	18%	11%	1.4%	-8%
CCOc1ccc(OCc2ccc(C(=O)N3CCc4ccccc4C3)o2)cc1	55%	-6%	4%	0.8%	?
CN(C)C(=O)Oc1ccc2c(c1)O/C(=C\c1ccccc1)C2=O	27%	-5%	-1%	0.3%	2%
Fc1ccc(CSc2ncnc3nc[nH]c23)cc1	12%	.	-4%	4.0%	-7%
CC(C)c1cc(NCCCN2CCOCC2)n2c(nc3ccccc32)c1C#N	-14%	-4%	-4%	2.2%	-5%
CC(C)(C)CC(=O)NCCCCCCNC(=O)CC(C)(C)C	12%	5%	-2%	i	-7%
CCOc1ccc(CCNC(=O)CN2CCN(Cc3ccccc3C)C2=O)cc1OCC	8%	12%	-14%	i	0%
CCCCN(C)S(=O)(=O)c1ccc(C(=O)Nc2nnc(-c3ccco3)o2)cc1	i	-6%	1%	13%	8µM*
O=C(CSc1nc2ccccc2c(=O)n1-c1ccccc1)N1CCCC1	-1%	-8%	-6%	1.0%	-3%
Cc1cccc(NC(=O)CSc2ncnc3nc[nH]c23)c1	22%	-2%	-3%	6.0%	3%
CCCCC(NC(C)=O)c1nc2ccccc2[nH]1 (stereo not given)	-9%	5%	2%	0.2%	12%
Cc1ccc2c(CN3CCN(Cc4ccccc4)CC3)cc(=O)oc2c1C	6%	-1%	-3%	i	3%
Cc1ccc(N2C(=O)N3[C@H](c4ccc(F)cc4)[C@@H]4C(=O)N(C5CCCCC5)C(=O)[C@@H]4[C@]3(Cc3ccccc3)C2=O)cc1	66%	-2%	0%	0.7%	3%	inhibitors of VEEV 10K pilot screen=0.8
COc1ccc2[nH]c(=O)c(CN(CCO)C(=O)c3ccccc3F)cc2c1	-6%	0%	12%	3.1%	8%
N#Cc1cccc(NCC(=O)Nc2ccc3c(c2)OCCO3)c1	-4%	0%	-3%	1.8%	1%
Cc1ccc(S(=O)(=O)CCC(=O)OCc2nc(N)nc(Nc3ccccc3C)n2)cc1	7%	4%	-16%	3.4%	1%
Cc1ccc(OCCNC(=O)c2ccccc2N)cc1	24%	20%	-3%	0.1%	-3%
COc1ccc(C(=O)CCC(=O)NCc2cc(OC)cc(OC)c2)cc1	5%	6%	-2%	0.6%	-14%
CCN(CC)C(=O)c1ccc2c(=O)n(Cc3ccc4c(c3)OCO4)c(=S)[nH]c2c1	37%	-6%	-11%	7.3%	-3%
COc1ccc(-n2ncc3c(=O)n(CC(=O)Nc4ccc(S(=O)(=O)N5CCOCC5)cc4)cnc32)cc1	25%	-5%	2%	1.3%	1%
O=C(CSc1nc2ccsc2c(=O)n1Cc1ccccc1)NCC1CCCO1 (stereo not given)	28%	0%	-5%	1.1%	2%
C/C(=N\NC(=O)C(O)c1ccccc1)c1cccnc1 (stereo not given)	12%	-1%	-5%	1.5%	1%
N#CC1(P(=O)(c2ccccc2)c2ccccc2)CCCC1	-6%	0%	7%	0.2%	-2%
O=C(CCN1C(=O)S/C(=C\c2ccc(F)cc2)C1=O)Nc1ccc(O)cc1C(=O)O	.	-1%	-4%	1.4%	-12%
CSc1ncccc1C(=O)OCC(=O)NCc1cccs1	-2%	.	-6%	1.8%	0%
CCN1CCN(C(c2cccs2)C(C)NC(=O)CC(C)C)CC1 (stereo not given)	-5%	7%	-3%	1.4%	-5%
Cc1nn2c(C)nc3sc4c(c3c2nc1=O)CC(C)(C)OC4	-8%	4%	-2%	1.4%	-9%
O=c1cnc(-c2ccc(Cl)cc2)cn1O	-6%	-11%	1%	1.3%	3%
N#CC1(c2ccccc2)CCN(C2CC(=O)N(c3ccc(F)cc3)C2=O)CC1 (stereo not given)	33%	0%	-9%	i	-2%
COc1ccc(-c2ccc(CCC(=O)O)n2Cc2ccco2)cc1	13%	4%	15%	2.0%	-3%
COc1ccc(CC(=O)Nc2ccc(-c3cn4ccccc4n3)cc2)cc1OC	-3%	6%	-2%	1.2%	3%
COC(=O)c1cccc(Nc2c3c(nc4ccccc24)CCC3)c1	.	.	0%	2.9%	.

(further entries)
SMILES	M. tuberculosis	Salmonella PhoP GFP	influenza NS1A	inhibitors of VEEV	M. tuberculosis HTS	others
COc1ccc(-c2cn[nH]c2N)c(OC)c1	1%	4%	-1%	1.4%	-5%
O=S(=O)(c1ccc(Br)cc1)N1CCN(c2ccccc2)CC1	-15%	1%	-6%	i	8%
CCN(C(=O)CN1CC(C)OC(C)C1)c1c(N)n(Cc2ccccc2)c(=O)[nH]c1=O (stereo not given)	1%	1%	2%	0.7%	-1%
Cc1sc(C(=O)NCc2cccnc2)c2nc(C)n(CC(=O)NCc3cccnc3)c(=O)c12	-6%	0%	3%	1.2%	7%
Cc1cc(C(=O)N/N=C/c2ccc(-c3ccccc3Cl)o2)n[nH]1	5%	9%	-5%	7.0%	0%
CCN(C(=O)COC(=O)Cc1c[nH]c2ccccc12)c1c(N)n(Cc2ccccc2)c(=O)[nH]c1=O	16%	-10%	5%	3.1%	4%
COC(=O)c1ccc(C(=O)OC)c(NC(=S)N2CC(C)CC(C)C2)c1 (stereo not given)	77%	5%	1%	i	-1%
Cc1cccc(NC(=O)N2CCC(NC(=O)c3ccco3)CC2)c1	-2%	10%	-1%	0.2%	-6%
COc1ccc(-c2nn(C)c(=O)c3ccccc23)cc1CNC(=O)NC1CCCCC1	19%	-3%	.	.	8%
COC(=O)c1cccc(N2C(=O)C3CC=CCC3C2=O)c1 (stereo not given)	1%	-8%	7%	3.8%	-3%
COc1ccc(C2=C(Nc3ccc(C)cc3)c3ccccc3C2=O)cc1	62%	-9%	-3%	2.0%	16%
CCOc1ccccc1C=NNC(=O)C1CC1	.	.	-4%	3.1%	.

Filtered by structure: those above containing a tert-butyl group (two)
SMILES	M. tuberculosis	Salmonella PhoP GFP	influenza NS1A	inhibitors of VEEV	M. tuberculosis HTS	others
CC(C)(C)c1ccc(-c2nc(-c3ccncc3)no2)cc1	58%	-11%	-1%	i	9.2µM*
CC(C)(C)CC(=O)NCCCCCCNC(=O)CC(C)(C)C	12%	5%	-2%	i	-7%

Remaining list, next part:
SMILES	M. tuberculosis	Salmonella PhoP GFP	influenza NS1A	inhibitors of VEEV	M. tuberculosis HTS	others
CCCCc1ccccc1NC(=S)NC1CCCC1	?	0%	-5%	2.9%	-1%
COC(=O)C1=C(C(=O)OC)[C@@H]2N(C)c3ccccc3[C@@]23C[C@@H](C(=O)OC)N(C(=O)c2ccc(Br)cc2)C3=N1	3%	15%	1%	i	4%
CCOC(=O)c1[nH]c(C)c(/C(O)=C2\C(=O)C(=O)N(CCCn3ccnc3)C2c2ccncc2)c1C (stereo not given)	-13%	2%	3%	0.8%	2%
COCCN(CCOC)Cc1c(O)ccc2c3c(c(=O)oc12)CCC3	-8%	8%	-4%	6.2%	-8%
CCOC(=O)N1CCC(N2CCCC(C(=O)c3ccccc3OC)C2)CC1 (stereo not given)	-5%	-8%	2%	0.0%	9%
CCCCC(=O)Nc1cccc(-c2ccc3nncn3n2)c1	3%	-7%	-1%	5.6%	-3%
O=c1cc(C(F)(F)F)[nH]c2c(OC(F)(F)F)cccc12	?	0%	-2%	0.8%	-3%
O=C1CCSc2ccc(Cl)cc2N1Cc1ccccc1	-17%	10%	-10%	1.0%	6%
O=C(O)C1CC(=O)N(c2ccc(OCc3c(F)cccc3Cl)cc2)C1 (stereo not given)	44%	6%	-10%	1.6%	?
O=C(NNC(=S)NCc1ccccc1)c1ccc(OC(F)F)cc1	-17%	-3%	1%	0.1%	2%
Cc1ccc(OCCN2C(=O)NC3(CCc4ccccc4C3)C2=O)cc1 (stereo not given)	?	-8%	-3%	i	8%
COC(=O)c1cnc(Oc2ccc(NC(=O)NC(=O)c3c(F)cccc3F)cc2)cc1C(F)(F)F	-12%	6%	-7%	i	-9%
CC1CCC(NS(=O)(=O)c2ccc(Cl)s2)CC1 (stereo not given)	.	.	-17%	0.8%	.

Assay outcomes deposited in PubChem by Southern Research Specialized Biocontainment Screening Center.
